KLK7 zymogen act – activators of human kallikrein-7 zymogen. activation, % at 7 µM. purified proKLK7, EDANS-DABCYL substrate fluorescence; 100% is mature enzyme control, 0% vehicle. hit rate 0.9% among 370,000. P49862;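 active = activation above the mean of all tested compounds plus 3 SD, computed per campaign excluding outliers beyond control limits, cut at about 13% in these data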
Target sequence (P49862 whole entry, looked up): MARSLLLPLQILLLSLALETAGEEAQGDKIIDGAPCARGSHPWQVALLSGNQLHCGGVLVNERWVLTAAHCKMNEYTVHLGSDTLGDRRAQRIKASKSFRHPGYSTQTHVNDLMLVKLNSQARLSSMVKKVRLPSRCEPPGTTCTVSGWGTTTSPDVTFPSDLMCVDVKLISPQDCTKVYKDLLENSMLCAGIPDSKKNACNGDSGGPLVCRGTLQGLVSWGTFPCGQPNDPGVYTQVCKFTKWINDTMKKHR
Tn7 DDE FP – inhibitors of Tn7 peptide binding to human fibrin DD(E); P02675; FP displacement of FITC-Tn7 peptide from fibrin DD(E); 0% = median of compound wells per plate; inhibition, % at 8.3 µM; hit rate 0.13% among 370,000; AID 720508;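 active = inhibition above the mean of compounds falling within the control limits plus 3 SD of them, cut at about 14% in these data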;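 note: 0% = plate median of compound wells and 100% = 10 µM Aha-Tn7 peptide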
Target sequence (P02675 whole entry, looked up): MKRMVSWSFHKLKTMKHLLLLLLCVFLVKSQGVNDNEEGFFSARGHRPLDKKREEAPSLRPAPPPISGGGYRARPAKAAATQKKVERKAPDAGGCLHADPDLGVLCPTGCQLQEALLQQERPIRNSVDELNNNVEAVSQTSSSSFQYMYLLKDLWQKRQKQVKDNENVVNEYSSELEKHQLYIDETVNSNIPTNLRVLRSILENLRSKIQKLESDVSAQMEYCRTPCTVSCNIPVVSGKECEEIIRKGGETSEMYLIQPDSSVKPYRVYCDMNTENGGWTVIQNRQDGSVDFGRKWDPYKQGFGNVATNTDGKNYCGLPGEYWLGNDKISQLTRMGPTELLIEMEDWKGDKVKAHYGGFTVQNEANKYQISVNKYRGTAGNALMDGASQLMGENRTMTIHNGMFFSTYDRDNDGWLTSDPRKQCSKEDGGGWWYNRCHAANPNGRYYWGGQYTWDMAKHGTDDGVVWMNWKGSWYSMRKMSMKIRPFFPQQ
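system = human fibrin DD(E) protein | quantity = DD(E) 2 µM final | medium = Tris/NaCl/CaCl2 buffer, pH 7.8 | also added = labelled Tn7 tracer, 0.1 µM | compound dosing = single point at 8.3 µM | timing = compound with protein 10 min, then 3 h after probe, room temperature | signal = FP measurement | benchmarks = Aha-Tn7 high control | repeats = one replicate per compound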
TDP2 inh – blocks human TDP2 phosphodiesterase activity; O95551; recombinant TDP2, T5PNP hydrolysis, p-nitrophenol absorbance 415 nm; inhibition, % at 12.8 µM; hit rate 0.34% among 370,000; AID 720702;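 active = inhibition above the mean of all tested compounds plus 3 SD, set per campaign, cut at about 25% in these data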;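 note: 0% = DMSO with enzyme and 100% = buffer with substrate but no TDP2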
Target sequence (O95551 whole entry, looked up): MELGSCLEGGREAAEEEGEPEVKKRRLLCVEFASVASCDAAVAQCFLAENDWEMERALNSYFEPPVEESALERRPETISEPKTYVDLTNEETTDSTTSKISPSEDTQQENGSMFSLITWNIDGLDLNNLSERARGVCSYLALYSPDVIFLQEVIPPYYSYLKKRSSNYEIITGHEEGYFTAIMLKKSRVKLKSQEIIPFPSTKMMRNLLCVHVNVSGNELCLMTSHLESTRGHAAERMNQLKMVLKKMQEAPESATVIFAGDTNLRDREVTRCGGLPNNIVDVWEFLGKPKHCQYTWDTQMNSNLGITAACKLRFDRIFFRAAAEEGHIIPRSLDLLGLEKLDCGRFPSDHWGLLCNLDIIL
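Evaluation: % inhibition relative to enzyme-containing and enzyme-free wells. Material: recombinant human TDP2. Benchmarks: enzyme-free and DMSO wells. Timing: enzyme reaction with compound for 2 h at 37 °C. Compound dosing: 12.8 µM only. Measured by: p-Nitrophenol epi absorbance. Reagent: T5PNP substrate at 5 mM, a TopII-DNA adduct mimic. Replication: single well per compound.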
ADAM17 inh – inhibits human ADAM17; P78536; inhibition, % at 6.95 µM; AID 720648; hit rate 0.83% among 370,000; recombinant ADAM17, EDANS/DABCYL FRET peptide cleavage;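 active = inhibition above the mean of compounds lying between control limits plus 3 SD, set per campaign, cut at about 8.5% in these data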;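 note: 0% = DMSO-only wells as the low control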
ADAM10 inh – inhibits human ADAM10; inhibition, % at 7 µM; hit rate 0.62% among 370,000; recombinant ADAM10, EDANS/DABCYL FRET peptide cleavage, 3 h;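 active = inhibition above a per-campaign cutoff equal to the mean of compounds falling between control-based bounds plus 3 SD, cut at about 20% in these data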;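 note: 0% = DMSO wells while the 100% control is not disclosed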
PLCg1 inh – blocks human PLC-gamma1 enzyme activity; hit rate 0.84% among 370,000; purified PLC-gamma1, fluorogenic substrate, fluorescence; inhibition, % at 12.2 µM; P19174; in the data active = inhibition above about 9.5%
ASAP1 inh – inhibitors of human ASAP1 ArfGAP activity; AID 624377; hit rate 0.19% among 360,000; inhibition, % at 16.5 µM; ASAP1-stimulated ARF1 GTP hydrolysis, GDP FP detection; Q9ULH1; in the data active = inhibition above about 25%;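 note: 0% = vehicle with enzyme and substrate and 100% = no enzyme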
LEDGF integ inh – blocks HIV-1 LEDGF/p75-dependent DNA integration. inhibition, % at 3.7 µM. hit rate 0.64% among 370,000. TR-FRET IN-LEDGF/p75 DNA integration, Eu/Cy5;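 active = inhibition above the screen-wide mean plus 3 SD, cut at about 13% in these data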;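 note: signal is the Cy5 over europium emission ratio at 671 and 618 nm; 0% = plate median of compound wells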
ARFGAP1 inhibitor – inhibits rat ARF GTPase activating protein 1 | inhibition, % at 16.5 µM | Arfgap1-stimulated ARF1 GTP hydrolysis, GDP FP detection | hit rate 0.26% among 360,000 | Q62848 | AID 651572;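 active = inhibition above a per-plate limit, mean inhibition of low control wells plus 3 SD, cut at about 25% in these data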;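 note: 0% = DMSO wells with enzyme and 100% = wells lacking Arfgap1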
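System: truncated rat Arfgap1 GAP domain / Medium: HEPES-based buffer, pH 7.5 / Also added: N-terminally truncated human ARF1-GTP substrate / Incubation: enzyme reaction 120 min at 25 °C after 20 min preincubation / Measured by: FP of antibody-bound GDP Alexa 633 tracer, ex 620/em 688 nm / Replicates: singlicate, each compound tested once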
Tn6 DDE FP – disrupts Tn6 cyclic peptide binding to fibrin D-Dimer-E complex | P02675 | Fibrin DD(E) TRITC-Tn6 fluorescence polarization displacement | inhibition, % at 8.3 µM | hit rate 0.21% among 370,000 | AID 720509;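 active = inhibition above a per-campaign cutoff: mean of compounds within control limits plus 3 SD, cut at about 15% in these data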;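 note: 0% = median of all compound wells on the plate and 100% = blocking peptide control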
The depositor's hits bear a star; i = inactive.

Values in the order: KLK7 zymogen act	LEDGF integ inh	ASAP1 inh	Tn7 DDE FP	PLCg1 inh	Tn6 DDE FP	TDP2 inh	ADAM10 inh	ARFGAP1 inhibitor	ADAM17 inh
> COc1ccc(N2C(=S)NC3c4cc(Cl)ccc4OC2(C)C3C(=O)N(C)C)cc1 (stereo not drawn)
 : 0.1	-5	-3	4	-1	3	-1	-8	-13	-9
> O=C(COC(=O)CCNS(=O)(=O)c1cccc(C(F)(F)F)c1)NC(=O)NC1CCCCC1
 : -0.1	3	9	-1	3	2	-4	6	4	1
> Cc1nn(-c2ccccc2)c(NC(=O)c2cccs2)c(-c2ccc(Cl)cc2)c1=O
 : 0.2	-2	6	1	-6	-7	5	-8	-7	-1
> C[C@H](CO)N1C[C@H](C)[C@H](CN(C)C(=O)Nc2ccc(C(F)(F)F)cc2)Oc2c(NC(=O)c3ccncc3)cccc2C1=O
 : 0.7	-2	-5	1	1	4	5	5	4	1
> CCOc1ccc(N(CC(=O)Nc2ccccc2OC)S(=O)(=O)c2ccccc2)cc1
 : -0.1	0	-15	2	2	-3	0	9	1	6
> COCCN1Cc2cccc(C(=O)Nc3cccc(OC)c3)c2C1=O
 : -0.2	4	14	2	3	5	8	5	9	2
> COc1cccc(CN(C)C(=O)c2ccc(NS(=O)(=O)c3ccc(F)cc3)cc2)c1OC
 : 0.0	-2	13	12	-2	-6	-15	-8	7	-4
> CCCc1cc(=O)oc2cc(C)cc(OCC(=O)NCc3ccncc3)c12
 : 3.3	-1	12	-4	-161	-2	3	-424	5	-116
> C/C(=N\N1CCN(C2c3ccccc3-c3ccccc32)CC1)c1ccco1
 : 1.1	1	-10	2	0	-6	-2	-1	5	-1
> CC(OC(=O)CCC1CCCC1)C(=O)Nc1ccccc1[N+](=O)[O-] (stereo not drawn)
 : 0.5	-2	8	4	2	-1	9	-10	-4	1

The list goes on.
Values in the order: KLK7 zymogen act	LEDGF integ inh	ASAP1 inh	Tn7 DDE FP	PLCg1 inh	Tn6 DDE FP	TDP2 inh	ADAM10 inh	ARFGAP1 inhibitor	ADAM17 inh
> CCCCCCNC(=O)Cc1nc2nc(C)cc(C)n2n1
 : 0.6	-2	2	-2	1	4	-1	-5	6	-1
> Cc1ccc(CNC(=O)CCC(=O)Nc2nnc(C3CCCCC3)s2)cc1
 : 0.0	-4	9	9	0	-9	-4	-5	12	-2
> CCN(CC)C(=O)CC(c1ccc(N(C)C)cc1)c1c(OC)cc(OC)c2ccc(=O)oc12 (stereo not drawn)
 : 2.5	-1	-14	4	-16	-1	2	-3	5	-9
> Cn1c(=O)c2sccc2n2c(CCCC(=O)N3CCN(c4ccccn4)CC3)nnc12
 : 0.0	1	-15	0	-3	-1	7	-14	-11	-7
> O=c1[nH]c(CSc2nnnn2-c2ccccc2)nc2ccccc12
 : 0.0	-2	-19	1	0	2	-5	-3	-6	5
> CN(c1ccccc1)S(=O)(=O)c1ccc2c(c1)OCCO2
 : 0.5	7	-6	-2	1	0	-6	5	-1	-1
> CC(Sc1nc(N(C)C)nc(N2CCOCC2)n1)C(=O)Nc1ccccc1 (stereo not drawn)
 : 0.6	0	-5	-5	2	5	-6	1	5	4
> N#Cc1ccsc1NC(=O)CCc1ccccc1
 : -0.5	1	-1	-5	0	-9	2	-5	-1	-6
> NC(=S)Nc1ccc(Oc2ccc(NC(N)=S)cc2)cc1
 : 0.0	0	-2	6	2	3	2	6	10	-3
> COc1cc(NC(=O)COC(=O)C=C(C)C)c(C)cc1[N+](=O)[O-]
 : 0.7	2	3	1	7	8	-8	4	4	3

Going on with the list.
Values in the order: KLK7 zymogen act	LEDGF integ inh	ASAP1 inh	Tn7 DDE FP	PLCg1 inh	Tn6 DDE FP	TDP2 inh	ADAM10 inh	ARFGAP1 inhibitor	ADAM17 inh
> CCn1cc(C2C3=C(CC(C)(C)CC3=O)N(c3ccccc3)C3=C2C(=O)CC(C)(C)C3)c(C)n1
 : -0.6	-4	-8	7	-16	-11	-5	-40	0	-12
> CC1(Oc2cnc(Cl)c3ccccc23)CCN(Cc2ccc(OC(F)(F)F)cc2)C1 (stereo not drawn)
 : -11	-3	6	-1	-65	0	-2	-255	6	-62
> CCOc1ccc(N=C(NN)c2ccc3ccccc3n2)cc1
 : -0.5	1	-4	3	-12	4	-12	-22	10	-3
> CCC(=O)Nc1ccc(Oc2ccc3c(c2)C(=O)N(c2ccc(O)cc2)C3=O)cc1
 : -0.6	0	14	2	5	-9	3	5	4	-2
> CCOC(=O)c1c(NC(=O)CN2CCC(C)CC2)sc(C)c1C
 : 0.1	3	7	1	0	7	-3	-2	0	-2
> O=C(c1ccccc1)c1ccc(N2CCOCC2)cc1
 : 0.4	5	-11	-1	-19	0	-2	9	3	5
> NNc1cccc(C=Cc2ccccc2)cc1=O
 : -23	29*	6	-5	-329	-9	-1	-325	3	-106
> CCOc1ccccc1CN1CCN(C2CCN(c3ccccc3F)CC2)CC1CCO (stereo not drawn)
 : 0.2	3	9	-3	1	7	3	-3	3	1
> Cc1ccn2c(c1)nc(=O)c1cc(S(=O)(=O)N3CCOCC3)ccc12
 : 1.4	3	10	-7	-66	1	14	i	7	-240
> C#CCNc1cc(C)nc2ncnn12
 : 0.1	-4	-2	4	0	4	-1	-1	1	-5

Record cards (already shown).
`Cc1nn(-c2ccccc2)c(NC(=O)c2cccs2)c(-c2ccc(Cl)cc2)c1=O` is listed as KLK7 zymogen act = 0.2; LEDGF integ inh = -2; ASAP1 inh = 6; Tn7 DDE FP = 1; PLCg1 inh = -6; Tn6 DDE FP = -7; TDP2 inh = 5; ADAM10 inh = -8; ARFGAP1 inhibitor = -7; ADAM17 inh = -1
`CCn1cc(C2C3=C(CC(C)(C)CC3=O)N(c3ccccc3)C3=C2C(=O)CC(C)(C)C3)c(C)n1` is listed as KLK7 zymogen act = -0.6; LEDGF integ inh = -4; ASAP1 inh = -8; Tn7 DDE FP = 7; PLCg1 inh = -16; Tn6 DDE FP = -11; TDP2 inh = -5; ADAM10 inh = -40; ARFGAP1 inhibitor = 0; ADAM17 inh = -12

Additional results follow.
Values in the order: KLK7 zymogen act	LEDGF integ inh	ASAP1 inh	Tn7 DDE FP	PLCg1 inh	Tn6 DDE FP	TDP2 inh	ADAM10 inh	ARFGAP1 inhibitor	ADAM17 inh
> O=C(CNS(=O)(=O)c1ccc(Br)s1)N1CCN(c2ncccn2)CC1
 : -0.9	0	5	0	-3	-4	-1	3	4	-5
> CCOc1ccc(S(=O)(=O)N2CCOCC2)cc1NC(=O)CN1C(=O)NC(CC)(c2ccccc2)C1=O (stereo not drawn)
 : 0.1	3	12	-6	-1	1	-5	4	-6	2
> c1cc(CNc2ccc3c(c2)OCCO3)ccn1
 : 0.4	-2	6	3	-5	1	4	-8	10	-7
> CC(=O)c1ccc(NC(=O)CCc2nnc3ccc(N4CCC5(CC4)OCCO5)nn23)cc1
 : -0.4	-2	-6	5	-2	-4	-8	-6	-3	-3
> Cc1c(NC(=O)COC(=O)Cc2ccc(Br)cc2)c(=O)n(-c2ccccc2)n1C
 : 0.4	-1	-13	-3	-2	-4	2	-9	7	0
> C[C@H]1COC(=O)[C@H](CC(=O)OC(C)(C)C)C/C=C\C[C@@H](CC(=O)N(CCO)Cc2ccccc2)C(=O)N1
 : 0.4	3	0	-4	4	2	-4	0	5	-3
> CN(Cc1ccccc1)C(=O)c1csc([C@@H]2O[C@H](CO)[C@@H](O)[C@H]2O)n1
 : -0.7	-2	2	-3	2	-8	-7	-23	2	-3
> CC(=O)Nc1ccc(C(=O)COC(=O)CCN2C(=O)C3CC=CCC3C2=O)cc1 (stereo not drawn)
 : 0.0	7	2	-5	-3	-6	-6	10	1	1
> CCOc1c(S(=O)(=O)NC2CC(C)(C)NC(C)(C)C2)ccc(Cl)c1Cl
 : -0.8	-3	-10	-2	-2	-6	3	3	0	1
> CCOC(=O)c1cccc(NC(=O)C2CCCN(S(=O)(=O)c3c(C)n[nH]c3C)C2)c1 (stereo not drawn)
 : -0.4	4	-3	1	2	0	6	4	1	-1

2 entries from above, bar-delimited.
Structure | KLK7 zymogen act | LEDGF integ inh | ASAP1 inh | Tn7 DDE FP | PLCg1 inh | Tn6 DDE FP | TDP2 inh | ADAM10 inh | ARFGAP1 inhibitor | ADAM17 inh
CCOc1ccc(S(=O)(=O)N2CCOCC2)cc1NC(=O)CN1C(=O)NC(CC)(c2ccccc2)C1=O (stereo not drawn) | 0.1 | 3 | 12 | -6 | -1 | 1 | -5 | 4 | -6 | 2
c1cc(CNc2ccc3c(c2)OCCO3)ccn1 | 0.4 | -2 | 6 | 3 | -5 | 1 | 4 | -8 | 10 | -7

Next records follow.
Values in the order: KLK7 zymogen act	LEDGF integ inh	ASAP1 inh	Tn7 DDE FP	PLCg1 inh	Tn6 DDE FP	TDP2 inh	ADAM10 inh	ARFGAP1 inhibitor	ADAM17 inh
> CCC1CCC/C1=N\NC(=O)c1ccccc1Cl (stereo not drawn)
 : 0.7	1	-19	-4	-3	8	4	1	7	-4
> Cc1nn(Cc2noc(C(=O)NC3CCC(C)CC3)n2)c(C)c1Br (stereo not drawn)
 : 0.0	1	-9	2	2	7	6	3	6	-1
> COc1ccc(N2CCN(C(=O)CCCNC(=O)Cn3cnc4sc(C)c(C)c4c3=O)CC2)cc1
 : -0.5	3	-7	2	0	7	-5	3	-3	-2
> CCS(=O)(=O)CCSC(=N)N
 : 0.0	4	-1	-1	1	0	10	-5	-1	-6
> CCOC(=O)c1c(C)n(C)c2c1cc(OC(C)=O)c1ccccc12
 : -0.9	-1	-5	-1	4	-2	1	-3	5	2
> CCN(CC)S(=O)(=O)c1ccc(NS(=O)(=O)c2cccc(C)c2)cc1
 : 0.4	1	-17	-7	4	7	4	2	2	0
> COC(=O)c1sccc1NC(=O)/C=C/c1ccc(Cl)cc1Cl
 : 0.1	0	3	-10	3	-2	-4	6	-9	3
> Cc1ccsc1C(=O)N1CCCC(N2CCN(c3cccc(Cl)c3)CC2)C1 (stereo not drawn)
 : 0.5	4	12	-2	2	-4	-6	1	4	1
> Cc1ccc(/C(=N\S(=O)(=O)c2ccc(Br)cc2)Nc2ccccc2C)cc1
 : 0.0	-3	-9	-1	2	3	-14	0	3	-2
> COc1ccc(N2CCN(Cc3nc(Cc4cccc(F)c4)no3)C(C)C2)cc1 (stereo not drawn)
 : 0.4	4	5	0	-2	2	16	-5	0	-5
> CSc1nc2ccccc2n1Cc1c(Cl)cccc1Cl
 : -0.1	2	0	-1	-2	-2	-1	4	12	-3
> COC(=O)[C@@]12C[C@@H](CC(=O)NCCCCc3ccccc3)C(=O)N(Cc3ccc4c(c3)OCO4)C1=CCC(C)(C)C2
 : 0.7	1	0	-4	1	1	-9	27*	-2	17*

Screening results from PubChem.
